hcGAS inh: human cGAS inhibition. inhibition, % at 12.5 µM. 0.081% of 290,000 active. AID 1259398. recombinant h-cGAS, ATP depletion, Kinase-Glo luminescence;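 also: 0% = vehicle reaction and 100% = reaction without DNA for no activity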
Target sequence (Q8N884 whole entry, looked up): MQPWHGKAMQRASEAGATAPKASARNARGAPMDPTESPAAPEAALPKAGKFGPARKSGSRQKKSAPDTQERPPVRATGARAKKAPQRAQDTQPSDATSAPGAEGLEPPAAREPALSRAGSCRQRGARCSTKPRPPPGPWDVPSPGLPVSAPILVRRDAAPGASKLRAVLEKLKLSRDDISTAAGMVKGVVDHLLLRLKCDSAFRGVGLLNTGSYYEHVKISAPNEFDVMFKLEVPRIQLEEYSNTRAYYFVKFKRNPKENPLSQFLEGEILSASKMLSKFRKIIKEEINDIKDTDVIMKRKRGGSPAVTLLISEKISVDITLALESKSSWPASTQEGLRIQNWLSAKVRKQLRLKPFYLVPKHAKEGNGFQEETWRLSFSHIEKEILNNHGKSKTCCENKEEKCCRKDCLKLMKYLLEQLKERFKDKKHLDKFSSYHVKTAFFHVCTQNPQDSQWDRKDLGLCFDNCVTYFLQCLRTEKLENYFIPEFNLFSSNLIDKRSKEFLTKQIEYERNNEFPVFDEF
NPYLR7 ag: mosquito NPYLR7 agonism | HEK293T NPYLR7/Galpha15, GCaMP6s calcium fluorescence | activation, % at 10 µM | 0.15% of 270,000 active; in the data active = activation above about 40%;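 also: 0% = vehicle and 100% = reference agonist at the receptor; some compounds past the cut are filed as inactive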
mcGAS lum: blocks mouse cGAS activity. 0.15% of 160,000 active. inhibition, % at 12.5 µM. Q8C6L5. recombinant cGAS, Kinase-Glo ATP depletion luminescence;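 also: 0% = negative control wells and 100% = reference inhibitor with no enzyme activity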
* hit, by the source's call; · = no result given. Rule as the data show it, unless noted: active = inhibition above about 40%; inactive = the rest.

SMILES	hcGAS inh	NPYLR7 ag	mcGAS lum
CCN(C(=O)c1sc(Cc2ccc(F)cc2)nc1C)C(C)c1cccc(O)c1 (centres undefined)	-1.7	-0.1	·
Cc1ccc(C(=O)N(Cc2cccc(F)c2)c2ccc(CC(=O)O)cc2)cc1	-0.3	5.0	·
CN(Cc1ccc2ccccc2c1)C(=O)c1ccc(=O)[nH]n1	-10.0	-0.7	·
CCC(O)(C#CCN1CCOCC1)CC	-0.1	-1.2	·
Cc1nc2c3ccccc3nn2c(C)c1CCC(=O)NC(C)c1ccc(F)cc1F (centres undefined)	1.3	-6.3	·
CSc1ccccc1NC(=O)CCC(=O)NCC1=CCCCC1	-10.3	22.0	-10.4
COc1ccc(-n2cc(CNCCN3CCOCC3)c(-c3ccccc3Cl)n2)cc1	-1.2	1.0	-3.6
CC(C)Cc1nc(-c2ccc(CN3CCN(C(=O)CCCNC(=O)OCc4ccccc4)CC3)cc2)no1	-5.3	3.7	-4.0
Cc1cc(C(=O)N(Cc2ccccn2)c2nc3ccccc3s2)no1	-5.7	6.4	·
C[C@H](C(=O)NCC1CCOCC1)N1Cc2ccc(N3CCOCC3)nc2C1=O	-6.0	7.9	·
CCc1ccc(N2C(=O)NC3CC2(C)Oc2ccc(C(=O)OC)cc23)cc1 (centres undefined)	-10.8	-2.7	-7.3
O=C(CN1CCN(c2ccc(F)c(F)c2)C1=O)NCCC(c1ccccc1)c1ccccc1	-9.3	3.9	·
O=C(C1CCN(C(=O)[C@@H]2CCCN2C(=O)C2CCN(c3nccc(C(F)(F)F)n3)CC2)CC1)N1CCOCC1	-4.2	11.5	-7.1
CCOC(=O)C1=C(C)N(CC)C(=S)NC1c1ccc(NC(=O)Nc2ccccc2C(F)(F)F)cc1 (centres undefined)	-0.6	-8.4	-2.1
Cc1ccc(NC(=O)C2(C)CCN2C(=O)Cc2ccc(C(C)(C)C)cc2)cc1C (centres undefined)	0.5	-2.8	-1.3
O=[N+]([O-])c1cc2c(cc1/C=N\Nc1nc(-c3ccccc3)c3cc(Br)ccc3n1)OCO2	-1.4	-4.5	·
OC(Cc1ccccc1)CN(Cc1ccc(F)cc1)Cc1ccsc1 (centres undefined)	-8.6	27.3	-5.4
C=CCNC(=O)N(Cc1cccc(C)c1)c1ccc(CC(=O)N2CCOCC2)cc1	-4.2	·	-5.2
Cc1ccnc(Nc2ccc(N3CCN(C(=O)C4CCCO4)CC3)nn2)c1 (centres undefined)	-8.1	9.4	·
CCCCCCC(=O)Nc1c(-c2ccc(F)c(F)c2)nc2ccccn12	-9.6	-9.2	-8.5
CC(C)[C@H](CO)Nc1cnc(-c2cccc3cccnc23)cn1	2.5	2.5	-1.7
CC1CCN(Cc2nc3c(c(=O)n(C)c(=O)n3C)n2CCCO)CC1	-3.2	0.5	-5.8
CCCCCNC(=O)c1cc(-c2ccccc2F)nc2cc(-c3ccccc3)nn12	0.8	-5.7	0.9
O=C(CN1C(=O)c2c(Cl)c(Cl)c(Cl)c(Cl)c2C1=O)Nc1ccccc1	-7.6	-5.7	-6.1
Fc1ccc(SCc2csc(-c3c(F)cccc3F)n2)c(F)c1	-6.9	25.1	-5.3
CC(C)N(CC(=O)N(Cc1ccc(F)cc1)Cc1ccco1)C(=O)Nc1ccc(Cl)cc1Cl	-4.5	-3.0	-3.3
O=C1N=c2ccc(Br)cc2=C1c1sc(NS(=O)(=O)Cc2ccccc2)nc1O	20.5	0.8	·
COc1ccc(C(C)=O)cc1CN1C(=O)C(CCc2ccccc2)ON=C1c1cnccn1 (centres undefined)	-6.5	11.5	·
CCCc1ccc(S(=O)(=O)N2CCNCC2)cc1	-5.6	-3.0	-7.6
COc1ccc(-c2cn3nc(SCC(=O)N4CCc5ccccc54)ccc3n2)cc1	-10.6	7.6	·
C#CCSc1nnc(C)c(=O)[nH]1	-1.3	-1.1	·
c1cnc(Oc2cccc(CNC3CCCCCC3)c2)nc1	-14.3	3.8	·
Cc1nc(Nc2ccc(NC(=O)c3cccc(F)c3)cc2)cc(-n2ccnc2)n1	-4.7	-15.5	-12.2
O=S(=O)(c1ccc(Cl)s1)N1CCC(c2nc3ccccc3o2)CC1	-3.2	9.3	·
CN(C)c1cc(NCCN2CCCC(C(N)=O)C2)ncn1 (centres undefined)	-4.1	-0.1	-23.5
CC1CCCN(CC(=O)Nc2ccc(N3CCCC3)cc2)C1 (centres undefined)	-11.5	1.4	·
O=C(O)c1ccc(Br)cc1I	6.0	-1.7	11.5
COCCCN(Cc1c(-c2cccc(C)c2)noc1N1CCOCC1)C(=O)Cc1ccccc1	-3.9	6.7	-5.1
CCOC(=O)c1cc(C)nn1C1CCN(C(=O)c2cccc(OC)c2)CC1	-5.4	-2.6	-6.4
Cc1cccc(C=NN2CCN(Cc3ccc(C)cc3C)CC2)c1	-4.2	0.6	-4.4

Two entries from above, set out differently:
Results follow in this order: hcGAS inh	NPYLR7 ag	mcGAS lum
CCCCCNC(=O)c1cc(-c2ccccc2F)nc2cc(-c3ccccc3)nn12
    0.8	-5.7	0.9
O=C(CN1C(=O)c2c(Cl)c(Cl)c(Cl)c(Cl)c2C1=O)Nc1ccccc1
    -7.6	-5.7	-6.1

Taken from the entries so far, 5 compounds:
SMILES	hcGAS inh	NPYLR7 ag	mcGAS lum
COc1ccc(-c2cn3nc(SCC(=O)N4CCc5ccccc54)ccc3n2)cc1	-10.6	7.6	·
C#CCSc1nnc(C)c(=O)[nH]1	-1.3	-1.1	·
c1cnc(Oc2cccc(CNC3CCCCCC3)c2)nc1	-14.3	3.8	·
Cc1nc(Nc2ccc(NC(=O)c3cccc(F)c3)cc2)cc(-n2ccnc2)n1	-4.7	-15.5	-12.2
O=S(=O)(c1ccc(Cl)s1)N1CCC(c2nc3ccccc3o2)CC1	-3.2	9.3	·

The list continues.
SMILES	hcGAS inh	NPYLR7 ag	mcGAS lum
C=CCC1(O)C(C)C(c2ccccc2)N(C)C(c2ccccc2)C1C (centres undefined)	-3.0	-13.3	·
COc1ccc(C(=O)N2CCN(C(=O)c3ccncc3)CC2)cc1	-4.7	21.8	-5.8
Cn1nnnc1Sc1nc(CN2CCOCC2)nc2scc(-c3cccs3)c12	0.2	-2.3	-2.0
CCN1CC(CN(C)C(=O)c2cc(Cn3nc(C)cc3C)[nH]n2)CC1=O (centres undefined)	-5.8	19.7	·
CC(C)[C@H](Nc1ccc(C(F)(F)F)cc1Cl)C(=O)Nc1ccc(C#N)cc1	-4.3	-0.2	-15.4
CN(C)S(=O)(=O)c1cccc(C2=NC(=Cc3ccc(F)cc3)C(=O)O2)c1	-8.4	-1.0	-3.3
O=c1c2ccccc2nc(SCCCn2c(=O)[nH]c3ccccc32)n1CC1CCCO1 (centres undefined)	3.5	0.6	-4.7
CC1=NC2=C(C(=O)CC(c3ccccc3)C2)C(c2ccc(F)cc2)C1C#N (centres undefined)	-1.4	0.5	-3.6
CN(C)c1ccc(CNC(=O)c2cc(Br)c[nH]2)cc1	-10.5	-4.5	·
CCc1ccccc1OCCN(C)C(=O)c1ccc(-n2cnnn2)cc1	-1.1	4.8	·
CCn1c(C2CCN(C(=O)c3ccc(C4CCCN4)s3)CC2)n[nH]c1=O (centres undefined)	0.8	10.1	·
CCOc1cc(CNc2nn[nH]n2)ccc1OCc1ccccc1Cl	-2.4	-15.9	·
Cc1ccc(N=Cc2c(O)n(-c3ccc(Cl)c(Cl)c3)c(=S)[nH]c2=O)cc1	-7.4	-4.7	-1.9
O=C(c1ccc(CSc2nnc(-c3ccncc3)n2-c2ccccc2F)cc1)N1CCOCC1	-0.2	23.3	-7.6
OC(CNC1CCCC1)COc1ccccc1-c1ccccc1 (centres undefined)	-3.8	-5.5	-3.1
CC1CN(C)CCN1Cc1ccc(S(=O)(=O)N(C)C)o1 (centres undefined)	-4.8	7.7	-14.1
CN1CCC2(CC1)CN(C(=O)CC1NC(=O)c3ccccc31)CCN2C (centres undefined)	0.4	5.7	·
NC(=O)N/N=c1\oc2ccccc2cc1-c1nc2ccccc2[nH]1	-4.6	-2.3	48.2*
CN(C)CC(C)(C)CNC(=O)C1CCN(C(=O)c2noc(-c3cccc(F)c3)n2)CC1	-8.0	6.5	·
Cc1cc2cc(CNC(=O)Cc3cccc4ccccc34)ccc2n1C	-4.8	-0.7	-7.1
O=C(NC1CCS(=O)(=O)C1)c1cc(=O)c2ccccc2o1 (centres undefined)	-9.2	1.5	-6.2
Cc1nonc1C1CCCN1C(=O)CC12CC3CC(CC(C3)C1)C2 (centres undefined)	-4.2	11.5	-11.3
Cc1nc(-c2ccccc2)ncc1C(=O)N1CC[C@@H]2CC[C@H](C1)N2C	-5.8	-2.0	·
C=C(C)Cn1c(=O)c2c(nc3n2CCN3c2ccc(OCC)cc2)n(C)c1=O	-8.9	2.3	·
O=C(CSCc1ccccc1Cl)N1C[C@H](O)[C@@H](N2CCOCC2)C1	6.0	-0.3	·
CCCCN(C(C)=O)c1c(CC)nc2ccc(C(=O)NC(C)(C)C)cn12	-2.1	-1.6	-1.3
COc1ccc(C2=NN(C(=O)CN3CCCCC3)C(c3ccccc3OC)C2)c(OC)c1 (centres undefined)	-2.7	12.2	-4.2
CC1CN(C(=O)C(C)N2CCCC(Cn3cncn3)C2)CC(C)O1 (centres undefined)	5.2	7.5	·
COc1ccc(OCC2CN(C(=O)c3cccc(OC)c3C)CCO2)cc1 (centres undefined)	-1.7	6.0	·
O=S(=O)(C1=Cc2ccccc2CC1)N1CCCC1c1ccc2c(c1)OCCO2 (centres undefined)	-5.0	1.1	-4.4
Cc1cc(NC(=O)c2nn(-c3cccc(Br)c3)c3c2CCC3)n(C)n1	-8.8	-3.0	-15.8
CC1CCCCN1C1CN(c2ccnc(C(=O)NCc3ccco3)c2)C1 (centres undefined)	-8.3	2.1	·
Cc1nc(Cn2nc(C3CCNCC3)n(Cc3ccccc3)c2=O)co1	5.4	5.1	-15.2
O=C(Cn1c(=O)oc2ccccc21)NC(c1ccc(F)cc1)c1cccs1 (centres undefined)	0.6	6.8	·
COc1ccc(-c2noc(C3CCN(S(=O)(=O)c4c(C)c(C)cc(C)c4C)CC3)n2)cc1	-3.4	28.2	-7.4
COc1ccccc1CCNC(=O)c1ccc(Cn2c(C)nc3ccccc32)o1	-2.8	64.2*	·
Cc1nnc(NC(=O)c2cc(=O)c(OCc3ccccc3)co2)s1	-5.5	4.0	·
Cc1cc(NC(=O)C(=O)NCC2(N3CCCCC3)CCCC2)no1	-7.0	·	-4.8
Cc1nc2cc(NC(=O)C3(C)CCN(C)C3)ccc2o1 (centres undefined)	-16.6	2.3	·
COc1cc(NC(=O)c2ccc3c(c2)C(=O)N(Cc2cccnc2)C3=O)c(C(=O)O)cc1OC	-3.8	5.4	·
Cc1c(Cl)cccc1NC(=O)CCCn1nc(-c2ccc(Cl)cc2)ccc1=O	-8.1	8.2	-8.2
O=C(Cn1nc(-c2ccco2)c2sc(N3CCCC3)nc2c1=O)NCc1ccccc1	-4.9	-3.3	-5.7
CCOC(=O)C1CCCN(CC(=O)N2N=C(c3ccc(C)c(C)c3)CC2c2cc(OC)ccc2OC)C1 (centres undefined)	-3.5	-1.1	·
COc1ccccc1C(C)NC(=O)c1c(C)oc(-n2cccc2)c1C#N (centres undefined)	0.4	-1.4	·
Cc1ccc(-n2ncc3c(=O)n(NC(=O)c4ccc(OC(C)C)cc4)cnc32)cc1C	3.8	13.0	·
O=C(NCC1CCCCC1)c1ccc(-c2nnc(-c3ccccc3)o2)cc1	-8.0	7.2	-10.0
CC(C)CCCC1CN(C(=O)CCc2cn[nH]c2)CCO1 (centres undefined)	-3.8	13.1	·
CC(NC(=O)c1n[nH]c2c1CCC2)c1nc2c(s1)CCCC2 (centres undefined)	2.0	-3.6	·
NC(=O)CN(C(=O)c1cccc(C(F)(F)F)c1)c1ccccc1	-0.5	-1.9	-15.1
c1ccc2sc(CSc3nnc(NC4CC4)s3)nc2c1	-8.0	1.6	-5.2
O=C(Cn1cncn1)N1C[C@H]2CC=CC[C@H]2C1	-7.8	·	-13.4
O=C(/C=C\n1cnc(-c2cc(C(F)(F)F)cc(C(F)(F)F)c2)n1)NNc1cnccn1	-5.1	-0.8	1.1
CCOc1ccccc1CN1CCN(C2CCN(C(C)=O)CC2)CC1CCO (centres undefined)	0.5	4.4	·
CN1CCN(C(c2ccc(F)cc2)c2ccc3cccnc3c2O)CC1 (centres undefined)	-4.5	2.5	·
CCCCN(CC(N)=O)S(=O)(=O)Cc1cc(Cl)cc(Cl)c1	-2.9	-2.5	-10.7
COc1ccccc1CN(Cc1ccc2c(c1)OCO2)Cc1nc(C(=O)NCc2ccccn2)co1	-4.4	30.2	-1.8
COc1ccc(C(=O)NC2CCC(NC(=O)[C@H]3CCCN3C(=O)c3ccc(C(C)(C)C)cc3)CC2)cc1 (some centres undefined)	-5.1	-0.5	-5.6
Cc1c(C(=O)NCC2CCC2)sc2nc(C(F)(F)F)ccc12	-5.5	2.3	·
CCn1nnc2c(=O)n(Cc3cc(OC)cc(OC)c3)cnc21	-3.1	0.1	·
Cc1cccc(COn2cccc(C(=O)Nc3ccc(Br)cc3)c2=O)c1	-5.3	12.9	-6.8

In the list so far, these have a CF3 group.
SMILES	hcGAS inh	NPYLR7 ag	mcGAS lum
O=C(C1CCN(C(=O)[C@@H]2CCCN2C(=O)C2CCN(c3nccc(C(F)(F)F)n3)CC2)CC1)N1CCOCC1	-4.2	11.5	-7.1
CCOC(=O)C1=C(C)N(CC)C(=S)NC1c1ccc(NC(=O)Nc2ccccc2C(F)(F)F)cc1 (centres undefined)	-0.6	-8.4	-2.1
CC(C)[C@H](Nc1ccc(C(F)(F)F)cc1Cl)C(=O)Nc1ccc(C#N)cc1	-4.3	-0.2	-15.4
NC(=O)CN(C(=O)c1cccc(C(F)(F)F)c1)c1ccccc1	-0.5	-1.9	-15.1
O=C(/C=C\n1cnc(-c2cc(C(F)(F)F)cc(C(F)(F)F)c2)n1)NNc1cnccn1	-5.1	-0.8	1.1
Cc1c(C(=O)NCC2CCC2)sc2nc(C(F)(F)F)ccc12	-5.5	2.3	·

Assay outcomes as filed in PubChem BioAssay.

Compounds were not picked by outcome; any-hit rate near 0.26%.
